Source: PubChem BioAssay
hIAP activ – human IAP activation; AID 2524; 330,000 tested, 0.16% active; P09923; purified human IAP, CDP-Star luminescence, 30 min; stronger effect = higher value; 1 = vehicle-only enzyme, 0 = enzyme-free background; activation factor at 10 µM;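 active = activation factor of the enzyme at least 2-fold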; note: the source names both 10 and 20 µM as test concentration; values of inactives mirror those of a sister screen read the other way
Target sequence (P09923 whole entry, looked up): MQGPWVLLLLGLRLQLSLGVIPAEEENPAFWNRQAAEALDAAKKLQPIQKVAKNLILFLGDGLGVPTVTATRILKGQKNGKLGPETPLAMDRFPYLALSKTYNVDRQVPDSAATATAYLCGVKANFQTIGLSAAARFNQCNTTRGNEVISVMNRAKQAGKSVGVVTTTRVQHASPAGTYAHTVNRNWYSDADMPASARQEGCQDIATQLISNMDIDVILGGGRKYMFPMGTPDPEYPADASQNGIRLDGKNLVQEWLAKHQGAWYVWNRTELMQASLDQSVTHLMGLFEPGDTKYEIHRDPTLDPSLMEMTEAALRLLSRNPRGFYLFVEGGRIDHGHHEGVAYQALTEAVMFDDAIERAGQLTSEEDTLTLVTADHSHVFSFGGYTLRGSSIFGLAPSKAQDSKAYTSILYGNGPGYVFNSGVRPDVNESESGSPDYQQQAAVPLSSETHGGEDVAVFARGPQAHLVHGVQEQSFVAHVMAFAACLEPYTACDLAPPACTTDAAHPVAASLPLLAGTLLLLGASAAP
A3A deaminase – inhibitors of human APOBEC3A DNA deaminase. P31941. recombinant A3A, FAM/TAMRA ssDNA deamination fluorescence. inhibition, % at 20 µM. 330,000 tested, 0.41% active. AID 493011;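 active = at least 40% inhibition at 20 µM here, with at most 30% in a related deaminase screen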;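 note: plate controls were A3A with DMSO for no effect and wells lacking A3A enzyme for full effect; some results filed as inactive read as strong as hits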
MPTP block – blocks calcium-induced mitochondrial swelling; inhibition, % at 10 µM; isolated mouse mitochondria, Ca2+ swelling absorbance, 30 min; 360,000 tested, 1.4% active;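 active = inhibition of 50% or more, scaled per plate between neutral and stimulator controls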;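 note: 0% = DMSO wells given calcium and 100% = 1 mM EGTA wells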
hIAP inh – blocks human intestinal alkaline phosphatase | P09923 | purified IAP, CDP-Star luminescence, 30 min | inhibition, % at 10 µM | 330,000 tested, 0.12% active;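 active = inhibition reaching a set limit with compound at 10 µM in the primary screen, cut at about 35% in these data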;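 note: plate controls were DMSO wells with enzyme for no effect and no-enzyme buffer wells for full effect; values of inactives mirror those of a sister screen read the other way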
mIAP inh – blocks mouse intestinal alkaline phosphatase; purified mouse IAP, CDP-Star luminescence, 30 min; inhibition, % at 10 µM; 330,000 tested, 0.2% active; AID 2806;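 active = inhibition of at least 40% at 10 µM in the primary screen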;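 note: plate controls were DMSO with enzyme for no effect and no enzyme wells for full effect; values of inactives mirror those of a sister screen read the other way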
mIAP act – increases mouse intestinal alkaline phosphatase activity. muIAP, CDP-Star luminescence, 30 min; stronger effect = higher value; 1 = vehicle-only enzyme signal, 0 = enzyme-free wells. activation factor at 10 µM. 330,000 tested, 0.24% active;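 active = activation factor of at least 2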; note: the source names both 10 and 20 µM as test concentration; values of inactives mirror those of a sister screen read the other way
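Assay system: mouse IAP enzyme / Compound: DMSO-dissolved test compounds / Timing: 30 min, room temperature / Measured by: luminescence from enzymatic CDP-Star hydrolysis / Control set: DMSO-only wells, enzyme-free buffer wells as negative control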
MIN6 prolif – MIN6 beta-cell proliferation induction. 330,000 tested, 0.29% active. proliferation, % at 10 µM. MIN6 cells proliferation, ATPlite luminescence, 48 h; cells starved in 0.2% serum; 100% = growth in 10% serum;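 active = compounds whose signal lies at least 3.5 SD above the mean of all wells on their plate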;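 note: 0% = DMSO-treated cells in low-serum medium and 100% = 10% serum control; some compounds called inactive have numbers as strong as hits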
NR3A LBD binder – modulators (binders) of human NR3A ligand-binding domain | NR3A LBD differential scanning fluorimetry, Tm shift; 0% = protein alone, 100% = glycine-bound protein | Tm shift relative to glycine control, % at 25 µM | 340,000 tested, 2.5% active;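 active = melting temperature shift of at least 10% of the positive control shift, at one fixed dose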
A3G deaminase – APOBEC3G (human) deaminase inhibition; Q9HC16; recombinant A3G, ssDNA deamination FAM/TAMRA fluorescence; inhibition, % at 20 µM; 330,000 tested, 0.28% active;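 active = inhibition of at least 40% at 20 µM, with no more than 30% in the related APOBEC3A deaminase screen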;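 note: plate controls were DMSO wells with A3G for no effect and wells lacking A3G enzyme for full effect; some compounds called inactive have numbers as strong as hits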
Target sequence (Q9HC16 whole entry, looked up): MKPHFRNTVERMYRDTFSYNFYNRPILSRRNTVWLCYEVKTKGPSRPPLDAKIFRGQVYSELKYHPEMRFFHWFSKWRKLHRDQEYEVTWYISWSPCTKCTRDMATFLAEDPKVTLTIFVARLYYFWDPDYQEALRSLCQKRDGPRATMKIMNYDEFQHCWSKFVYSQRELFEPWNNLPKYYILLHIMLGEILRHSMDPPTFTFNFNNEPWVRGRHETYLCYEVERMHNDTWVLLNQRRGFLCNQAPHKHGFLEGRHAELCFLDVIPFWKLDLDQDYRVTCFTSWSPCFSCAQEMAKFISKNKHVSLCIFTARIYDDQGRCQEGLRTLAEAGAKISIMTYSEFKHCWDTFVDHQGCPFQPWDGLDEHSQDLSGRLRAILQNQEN
* marks the source's active call; other numbers are inactive results; . = not tested or not shown.

mol	hIAP activ	A3A deaminase	MPTP block	hIAP inh	mIAP inh	mIAP act	MIN6 prolif	NR3A LBD binder	A3G deaminase
O=C(Nc1nncs1)c1ccc(N2C(=O)C3C4C=CC(C4)C3C2=O)cc1 (stereo unspecified)	1.1	-4	-0.9	-10	7	0.93	-4	1	-4
O=C(CSc1n[nH]c(-c2ccco2)n1)Nc1ccccc1Cl	1.1	-2	-0.3	-8	4	0.96	-3	1	-8
CCOC(=O)C1=C(c2ccccc2)OC(N)=C(C#N)C1C(C)C (stereo unspecified)	0.94	-4	0.8	6	3	0.97	0	0	-5
COc1ccc(CCN2C(=O)C3C4C=CC(C3C2=O)C2C(=O)N(CCc3ccc(OC)c(OC)c3)C(=O)C42)cc1OC (stereo unspecified)	1	5	0.7	-2	7	0.93	-3	8	0
Cc1cc(C)c(OCCCCCNCCO)c(C)c1	1	7	0.2	-1	-10	1.1	-3	0	1
O=C(COc1ccc(Cl)cc1)N1CCN(c2ccc([N+](=O)[O-])c(N3CCOCC3)c2)CC1	0.75	6	-0.2	25	11	0.89	-2	0	-6
C/C(O)=c1/ccc2cccc3nc(C)nc1c23	1	5	-0.5	-3	12	0.88	-5	-1	3
CSC1=C(C#N)C(c2cccc(Br)c2)CC(=O)N1 (stereo unspecified)	0.83	1	-0.9	17	2	0.98	0	-1	-2
c1ccc(CSc2nnc(-c3ccncc3)o2)cc1	0.9	1	-2.4	10	8	0.92	-2	0	-8
O=C(NCCc1cn2ccccc2n1)c1cc(COc2ccc3ncccc3c2)on1	0.97	-2	102*	3	13	0.87	-7	-1	-7
COCC1CCN(Cc2nc(-c3ccc4c(c3)OCO4)no2)C1 (stereo unspecified)	1.1	-4	1.6	-14	1	0.99	-2	1	-7
Cn1ccc(C(=O)NC(=S)N2CCSCC2)n1	0.82	1	1.6	18	7	0.93	-2	0	1
Cc1cccc(Cc2nnc(NC(=O)c3cccc(S(=O)(=O)N4CCOCC4)c3)s2)c1	0.94	0	-1.3	6	8	0.92	-1	2	-5
C#CCOCCOCCOCCNc1nc(N2CCN(C(=O)[C@H]([C@@H](C)CC)n3cc(CCCN=C(N)N)nn3)CC2)nc(N2CCN(C(=O)[C@H](CCCCN)n3cc(CCCC)nn3)CC2)n1	0.95	-1	-4.1	5	10	0.9	6	0	-2
COc1ccc(C(CNC(=O)COc2ccc(Br)cc2F)N2CCCC2)cc1 (stereo unspecified)	1.1	3	-0.8	-8	-4	1	-1	-1	-9
O=C(c1ccc(Cl)c([N+](=O)[O-])c1)N(Cc1ccc(F)cc1)C1CCS(=O)(=O)C1 (stereo unspecified)	1.1	0	0.2	-8	-3	1	-5	3	0
CN(c1ccccc1)S(=O)(=O)c1ccc(C(=O)Nc2nnc(-c3ccco3)o2)cc1	1.2	-2	0.4	-22	9	0.91	-6	-9	-5
Nc1nnc(-c2cc3ccccc3oc2=O)s1	1.3	0	0.1	-28	-1	1	-1	0	-6
COc1ccc(C2C(C(=O)c3cccs3)=C(O)C(=O)N2c2nncs2)cc1 (stereo unspecified)	0.9	-5	2.3	10	18	0.82	-1	1	-5
CC1(C)C(c2cccs2)=[N+]([O-])C2(CCCCC/C2=N\NC(N)=S)N1O (stereo unspecified)	0.87	-7	1.3	13	4	0.95	0	-2	-6
Cc1ccc2nc(-c3ccccn3)c(Nc3ccccc3C)n2c1	1	-2	1.3	-4	-9	1.1	-7	2	-10
CC(C)(C)C(=O)N(CCN(C(=O)C(C)(C)C)c1ccccc1)c1ccccc1	0.92	-2	-1.2	8	4	0.96	-1	1	-4
O=C(NCc1ccc(Cl)cc1)c1ccc(Br)o1	0.93	-1	0.3	7	3	0.97	-1	-3	-10
CC(C)OCCCNC(=O)C(NS(=O)(=O)c1ccc2c(c1)c(=O)n(C)c(=O)n2C)c1ccccc1 (stereo unspecified)	1	2	.	-3	3	0.97	-3	.	-2
CCc1c(C)nc(SCC(=O)N2CC(C)OC(C)C2)[nH]c1=O (stereo unspecified)	0.8	-5	-0.3	20	9	0.91	0	0	-8
O=C1C(=C(c2ccccc2)c2ccccc2)Nc2ccccc21	0.82	1	3.0	18	13	0.87	-5	-4	3
O=C(COC(=O)Cc1ccccc1F)Nc1ccc2[nH]c(=O)[nH]c2c1	0.98	1	-1.8	2	9	0.91	3	-1	-4
CSc1nsc(SC)c1NC(=O)OCc1ccccc1	1.1	1	1.0	-8	3	0.97	-1	1	-7
COC(=O)c1ccc(-c2noc(CN3CCCCC3c3nccn3C)n2)cc1 (stereo unspecified)	1	-4	-0.8	-2	2	0.98	-2	2	-3
C=CCn1c(NC(=O)c2ccc(C)cc2)c(C#N)sc1=N	1	56*	1.1	-2	2	0.98	-5	-5	24
Cn1c2c(c(=O)n(C)c1=O)C(CC(=O)Nc1ccc(F)cc1)C(=O)N2 (stereo unspecified)	0.97	-1	2.0	3	1	0.99	-1	-2	-4
CCOC(=O)c1ccc(NC(=O)c2nc[nH]c2C(=O)NCCCCCNC(=O)OC(C)(C)C)cc1	2.3*	-3	-1.9	-128	-7	1.1	-8	0	27
CCC1c2ccc(C)n2CCN1C(=O)Nc1ccc(F)cc1 (stereo unspecified)	0.99	-1	-18	1	4	0.96	3	0	0
COc1ccc(NC(=O)c2ccccc2NS(C)(=O)=O)cc1OC	1.1	-7	0.2	-11	10	0.91	-5	3	-10
O=C(COc1ccccc1F)NC1CCN(Cc2ccccc2)CC1	1.2	-2	-0.1	-16	9	0.91	-5	0	-2
COC(=O)NCc1ccc(Cl)c(Cl)c1	1.1	-2	1.4	-9	-3	1	-5	-2	-3
Cc1nn(C2CCS(=O)(=O)C2)c(C)c1CN(C)C(=O)c1cccc(Cl)c1 (stereo unspecified)	0.94	0	1.3	6	1	0.99	7	0	-8
CSc1ccc(S(=O)(=O)N2CCC(C(=O)N3CCOCC3)CC2)cc1	1	-2	-1.5	-4	-6	1.1	-1	0	-10
Cc1cc(C)cc(N(CC(=O)Nc2ccc(Br)cc2)S(=O)(=O)c2c(C)[nH]c(=O)[nH]c2=O)c1	0.82	-10	-0.3	18	4	0.96	3	0	-9
c1ccc2c(c1)[nH]c1c(NCC3CCCO3)ncnc12 (stereo unspecified)	1.1	1	-2.5	-6	-4	1	-3	0	-6
CSc1nc2c(cnn2-c2ccc(C)c(C)c2)c(=O)[nH]1	1	-1	0.3	0	15	0.85	0	-1	-1
O=C(Cc1ccccc1)NC1(Cc2ccc(O)cc2)CCCCC1	1.1	-1	-0.4	-9	5	0.95	-3	-2	-3
O=c1cc(-c2ccc(O)c(O)c2)oc2cc(O)c([C@@H]3O[C@H](CO)[C@@H](O)[C@H](O)[C@H]3O)c(O)c12	0.79	0	0.4	21	21	0.79	-3	19*	-7
O=C(Nc1cn(-c2ccccc2)nc1-c1cccs1)c1ccco1	0.83	-2	-1.0	17	2	0.98	-1	-4	0
COc1ccc(-n2c(=S)[nH]c3c(oc4ccccc43)c2=O)cc1	1	-2	0.7	-3	0	1	-2	4	-11
Cc1nn(-c2ccccn2)c2c1-c1nc(N)ncc1CC2	1.2	2	0.0	-17	-7	1.1	-3	1	1
CCC1=C(C(=O)OC)C(c2cc(OC)ccc2OC)C(C#N)=C(N)O1 (stereo unspecified)	0.93	-2	3.9	7	12	0.88	1	1	-4
CCOC(=O)Nc1nnc(-c2ccc(OC)cc2)s1	1	-4	0.7	-1	-5	1	-3	-1	-1
O=S(=O)(c1ccc(SCc2ccccc2)nc1)N1CCCC1	0.97	-7	-0.6	3	-4	1	0	-1	-1
CN(C)CCCNC(=O)CC(c1ccccc1)c1ccccc1O (stereo unspecified)	1.2	-2	5.2	-20	-1	1	5	0	-4

Following part.
mol	hIAP activ	A3A deaminase	MPTP block	hIAP inh	mIAP inh	mIAP act	MIN6 prolif	NR3A LBD binder	A3G deaminase
CCN(CC)CCNCC(=O)Nc1ccc(Oc2ccccc2)cc1	1.2	-5	1.8	-25	-6	1.1	-1	0	1
COc1cc2c(cc1NCc1ccccn1)oc1ccccc12	1.1	2	-0.6	-9	0	1	1	-27	1
CCC(CO)Oc1cc(NCc2ccccc2)c2ncn(C3CCCC3)c2c1 (stereo unspecified)	0.98	-3	0.6	2	-4	1	-4	-3	-9
Cc1cc(C)c2sc(N)nc2c1	1.2	-4	-0.3	-15	-16	1.2	-1	-1	0
Cc1nnc(SCc2ccc(Cl)cc2)n1CC1CCCO1 (stereo unspecified)	1.1	1	0.6	-10	1	0.99	-2	0	1
COc1ccc(NC(=O)Nc2ccccc2)cc1S(=O)(=O)N1CCCCC1	1.7	1	-1.4	-67	-346	4.5*	-1	-2	0
COc1cc(/C=N/N=C(\N)c2nonc2N)cc(OC)c1O	1	-5	0.9	0	-3	1	-3	0	-1
COc1ccc(C(=O)C2CCCN(Cc3cnc(N4CCOCC4)s3)C2)cc1F (stereo unspecified)	0.98	-5	2.1	2	-20	1.2	-1	0	-5
CC1CCCN(S(=O)(=O)c2ccc(N(C(=O)c3cnccn3)C(C(=O)NC3CCCCC3)c3cccs3)cc2)C1 (stereo unspecified)	0.97	0	2.4	3	2	0.98	0	2	2
Oc1ccc(CN2CCCCC2)nc1-c1ccccc1	1	-2	0.0	0	7	0.93	0	3	-1
CC(C)OCCCn1c(=O)c2ccccc2n2c(CCC(=O)NCc3ccccn3)nnc12	1.1	1	-0.4	-12	8	0.92	0	0	-2
COc1ccc(NC(=O)CSc2nc3[nH]ncc3c(=O)n2-c2ccccc2OC)cc1OC	1.2	-1	0.7	-21	3	0.97	0	-5	-4
Cn1ncc(Br)c1C(=O)NC1CCCCCCC1	1	-5	-1.2	-4	-2	1	-2	1	1
CC(C)(C)c1ccc(COn2c(=O)c(-c3ccco3)[n+]([O-])c3ccccc32)cc1	1.2	-1	14	-19	-5	1	-6	9	10
CCc1cccc2c(C(=O)COC(=O)c3cccc(S(=O)(=O)N(C)C4CCCCC4)c3)c[nH]c12	0.97	1	0.2	3	0	1	-2	-6	0
CCOC(=O)C1CCCCN1Cc1cc(OC)ccc1OC (stereo unspecified)	1.1	-6	0.1	-9	0	1	3	0	-7
CCCCC(=O)Nc1nnc(S(=O)(=O)N2CCCc3ccccc32)s1	0.81	-4	2.1	20	-2	1	-1	-3	-8
Cc1onc(-c2ccccc2)c1C(=O)NC(=S)NNC(=O)c1cccnc1	1.5	5	-15	-53	14	0.86	-3	-3	4
O=C(CCC1CCCN(C(=O)c2ccc3cc[nH]c3c2)C1)NCc1ccc(F)c(F)c1 (stereo unspecified)	1.1	1	-0.4	-5	-8	1.1	1	2	-6
Nc1c(-c2ccccc2)nnn1Cc1ccccc1	0.94	1	2.7	6	6	0.94	-1	-1	1

Structures shown so far that have a nitro group on carbon, in the order listed:
mol	hIAP activ	A3A deaminase	MPTP block	hIAP inh	mIAP inh	mIAP act	MIN6 prolif	NR3A LBD binder	A3G deaminase
O=C(COc1ccc(Cl)cc1)N1CCN(c2ccc([N+](=O)[O-])c(N3CCOCC3)c2)CC1	0.75	6	-0.2	25	11	0.89	-2	0	-6
O=C(c1ccc(Cl)c([N+](=O)[O-])c1)N(Cc1ccc(F)cc1)C1CCS(=O)(=O)C1 (stereo unspecified)	1.1	0	0.2	-8	-3	1	-5	3	0
